HT1080NT lethal – kills 2HG-producing HT-1080-NT fibrosarcoma cells; HT-1080-NT fibrosarcoma viability, CellTiter-Glo ATP luminescence, 48 h; Potency, µM (series often up to 46.1 µM), inactives show at the highest dose activity, negative = less viability, hits mostly cytotoxic; 360,000 tested, 1.6% active; AID 686970;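 further: NT is the 2HG producing partner of a matched IDH1 knockdown line; potency means the concentration at half of the fitted maximal effect; 0% = DMSO-treated cells and -100% = media-only wells without cells; nearly all actives have a fitted effect of over 55% in size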
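A 48-hour cytotoxicity screen used HT-1080-NT cells plated 2 hours before compound delivery. ATP-based CellTiter-Glo luminescence measured viability, normalized to DMSO and no-cell controls.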
HT1080 IDH1KD tx – toxicity to HT-1080 IDH1 knockdown cells (counter line); 360,000 tested, 2% active; Potency, µM (highest dose often 46.1 µM), for inactives: top-dose activity, negative = toxicity, usual class: cytotoxic; HT-1080 IDH1 knockdown viability, ATP luminescence, 48 h;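 further: potency means the concentration at half of the fitted maximal effect; 0% = DMSO wells and -100% = cell-free medium wells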
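Using the IDH1-knockdown HT-1080 line run in the same batch and compound series as the NT line, viability after 48 h at 37 °C was determined by CellTiter-Glo luminescence and expressed as % activity.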
ATXN viability – cell viability loss in ATXN counter-screen; S2 cells (HEK-293 line with an ATXN2-luciferase reporter) viability, CellTiter-Fluor protease fluorescence, 24 h; Potency, µM (series often up to 56.7 µM), actives largely listed as cytotoxic; 400,000 tested, 0.49% active; further: potency means the concentration at half of the fitted maximal effect; nearly all actives have a fitted effect of over 40% in size
ATXN2 expr inh – inhibitors of ATXN2 expression | AID 1745845 | 360,000 tested, 0.72% active | Potency, µM (titrated, usually from 57 µM), for inactives: at the highest dose activity change, negative = inhibition, most hits filed as inhibitors | HEK-293 ATXN2-luciferase reporter, luminescence, 24 h; further: potency means the concentration at half of the fitted maximal effect; on the % scale 0 is the no-effect control and ±100 the full control effect; nearly all actives have a fitted effect of over 55% in size
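qHTS (up to 57 uM final) was run with 24 h compound exposure of reporter cells at 37 °C. Each well was multiplexed: SteadyGlo luminescence measured ATXN2-luciferase expression after a fluorogenic Gly-Phe-AFC viability readout (25 uM final).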
KB-3-1 cytotox – KB-3-1 parental cell cytotoxicity; KB-3-1 viability, CellTiter-Glo ATP luminescence, 72 h; Potency, µM (top dose mostly 46.1 µM), without a hit: top-dose activity change, negative = cytotoxic, hits mostly cytotoxic; 400,000 tested, 1.4% active; AID 1347075; further: potency means the concentration at half of the fitted maximal effect; on the % scale 0 is the no-effect control and ±100 the full control effect; nearly all actives have a fitted effect of over 60% in size
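Parental KB-3-1 adenocarcinoma cells in phenol-red-free DMEM with 10% FBS were pin-treated with compounds at several concentrations, incubated 72 h at 37 °C, and viability read by CellTiter-Glo luminescence; concentration-effect curves were fitted after normalization.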
IL-1B inflam inh – inhibitors of inflammasome signaling (IL-1 beta secretion) | THP-1 LPS/ATP IL-1B secretion, AlphaLISA, 16 h; hits give low values | activity change, % at 57.5 µM | 360,000 tested, 4.7% active; in the data active means activity change below about -50%; inconclusive means mostly about -30% to -49%; further: on the % scale 0 is the no-effect control and ±100 the full control effect
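THP-1 cells pretreated 1 hr with compounds (up to 57.5 uM final), then stimulated with LPS (250 ng/mL final) plus ATP (1.25 mM final); secreted IL-1B measured by AlphaLISA after 16 hr, decreased signal indicating inhibition.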
KB-V1 cytotox – KB-V1 MDR subline cytotoxicity; 400,000 tested, 3.4% active; AID 1347076; Potency, µM (series often up to 46.1 µM), without a hit: top-dose activity change, negative = cytotoxicity, actives largely listed as cytotoxic; KB-V1 MDR cells viability, CellTiter-Glo, 72 h; further: potency means the concentration at half of the fitted maximal effect; on the % scale 0 is the no-effect control and ±100 the full control effect; nearly all actives have a fitted effect of over 60% in size
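KB-V1, DMEM (no phenol red) + 10% FBS; cpd pin-transferred, titration series; 72 h, 37 degrees C; CellTiter-Glo, luminescence. Data normalized, curve-fit.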
MCF10A rereplic – inducers of DNA re-replication in MCF 10A breast cells | MCF 10A DNA re-replication, Hoechst nuclear intensity, 48 h | Potency, µM (highest dose often 46.1 µM), inactives show at the top dose activity, positive = re-replication, most hits filed as activators | 350,000 tested, 2.9% active; further: potency means the concentration at half of the fitted maximal effect; % of control where 0% means no effect; nearly all actives have a fitted effect of over 50% in size
SW480 rerep – inducers of DNA re-replication in SW480 colon cancer cells | SW480 DNA re-replication, Hoechst DNA content imaging, 48 h | Potency, µM (series often up to 46.1 µM), for inactives: at the top dose re-replication activation, hits mostly activators | 340,000 tested, 1.8% active; further: potency means the concentration at half of the fitted maximal effect; % of control where 0% means no effect; nearly all actives have a fitted effect of over 55% in size
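Cells (250 per well) received 23 nL compound or DMSO by pin tool and were kept 48 hr at 37 C, 5% CO2. Nuclei were then stained with Hoechst for 40 min and scanned for DNA content.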
* = called active by the depositor; i = inactive; ? = inconclusive; . = no result given; & = joins results of further samples; [ ] = remark or other dose. Unless noted, the call rests on the fitted dose curve; in most records, active means well fitted curve in the direction sought with a large enough effect; inconclusive means small, poorly fitted or top-dose-only effect, or another doubt; inactive means no such curve, though single readings can be large; an effect the other way counts as inactive or inconclusive.

Structure	HT1080NT lethal	HT1080 IDH1KD tx	ATXN viability	ATXN2 expr inh	KB-3-1 cytotox	IL-1B inflam inh	KB-V1 cytotox	MCF10A rereplic	SW480 rerep
O=C(CSc1ccc(Br)cc1)N1CCN(C(=O)c2ccco2)CC1	1%	4%	i	-27%	0%	-12	?	15%	1%
Nn1c(SCC(=O)Nc2c(Cl)cccc2Cl)nncc1=O	-3%	10%	i	-5%	-5%	-24	-8%	-14%	-358%[inhibitor]
CC(C)Sc1nc2c(c(=O)n1-c1ccc(F)cc1)SCC2	-18%	-10%	i	-6%	13%	84	-7%	7%	-12%
O=C(O)CCCCCNc1ccc2nsnc2c1[N+](=O)[O-]	24%	22%	?	-8%	22%	10	?	-4%	0%
O=C(NCc1ccccc1)c1ccc(NC(=O)c2ccccc2F)cc1	0%	-3%	i	-7%	.	-4	.	?	-8%
O=C(Nc1ccc2c(c1)OCO2)c1ccccc1SCC(=O)N1CCCC1	12%	21%	i	3%	5%	5	-8%	?	-10%
CSc1ccccc1NC(=O)COc1ccc2c(c1)OCO2	1%	0%	i	45%[activator]	16%	-4	-5%	4%	-2%
Cc1ccc(Cn2c(=O)c3ccccc3n3nc(C)cc23)cc1	-3%	-5%	.	-15%	3%	16	?	3%	6%
COCCSc1nnc(NC(=O)Cc2cccs2)s1	2%	1%	i	-1%	-10%	12	-5%	?	16%
O=C(COC(=O)C1CC1)Nc1ncc(C(F)(F)F)cc1Cl	-8%	-2%	i	-17%[11.3 µM]	-4%	5	?	-1%	-8%
COc1ncnc(OC)c1S(=O)(=O)NCc1ccccc1	18%	21%	i	-2%	0%	-12	9%	-19%	1%
O=C(c1ccc(N2CCCS2(=O)=O)cc1)N1CCN(c2ccccc2)CC1	3%	-12%	i	2%	-5%	3	-15%	-18%	-18%
Cc1noc(-c2ccc(N3CCCCC3)c([N+](=O)[O-])c2)n1	.	.	i	39%[activator]	-10%	.	0%	.	.
N=c1n(CCO)c2ccccc2n1Cc1ccccc1F	.	.	i	-5%	-6%	.	-5%	.	.
CC(=O)NC(CC(=O)OCC(=O)c1c(N)n(CC(C)C)c(=O)n(C)c1=O)c1ccccc1 (configuration not stated)	-1%	-6%	i	-16%	-18%	4	-12%	3%	-1%
COc1ccc(C2C(=O)c3ccccc3C2=O)cc1OC	-19%	0%	i	13%	-11%	5	-13%	2%	0%
CCN1C(=O)[C@@H]2[C@@H](c3ccc(SC4CCCCC4)cc3)N3CCCC[C@@]3(C(=O)OC)[C@@H]2C1=O	0%	-1%	i	-8%	?	-2	-2%	?	6%
CC(C)Cn1c(=O)c(-[n+]2ccccc2)c([O-])c2ccccc21	22%	17%	i	-6%	10%	5	8%	-7%	-4%
CCC(CC)C(=O)OCC(=O)NC12CC3CC(CC(C3)C1)C2	8%	10%	i	8%	16%	18	7%	13%	-3%
O=C1c2oc3ccc(Cl)cc3c(=O)c2C(c2cccc(Br)c2)N1CCO (configuration not stated)	-3%	-9%	i	7%	5%	-29	-1%	0%	-2%
CCOc1ccc(NC(=O)c2c(NCc3cccnc3)sc3c2CCCC3)cc1	.	.	?	27%	10%	.	1%	.	.
COc1ccc(CCNC(=O)COc2ccccc2[N+](=O)[O-])cc1OC	2%	18%	i	18%	?	34	-22%	0%	-15%
CCc1ccc(CN(C)C(C)C(=O)Nc2ccc(S(=O)(=O)N3CCCC3)cc2)cc1 (configuration not stated)	-1%	0%	i	-12%	-12%	-5	?	19%	12%
Cc1c(Cl)c([N+](=O)[O-])nn1CCCC(=O)N(Cc1ccccc1)Cc1ccccc1	-29%	-27%	i	-27%	-6%	-26	-3%	27%	?
COc1cc(OC)cc(C(=O)NNC(=O)CN2C(=O)NC(C)(c3ccccc3)C2=O)c1 (configuration not stated)	1%	-1%	i	3%	7%	11	1%	-3%	-4%

Arranged by the number under SW480 rerep (descending): 3 from the list above.
SMILES,IL-1B inflam inh,SW480 rerep
CCc1ccc(CN(C)C(C)C(=O)Nc2ccc(S(=O)(=O)N3CCCC3)cc2)cc1 (configuration not stated),-5,12%
CC(C)Cn1c(=O)c(-[n+]2ccccc2)c([O-])c2ccccc21,5,-4%
O=C(c1ccc(N2CCCS2(=O)=O)cc1)N1CCN(c2ccccc2)CC1,3,-18%

The list goes on:
Structure	HT1080NT lethal	HT1080 IDH1KD tx	ATXN viability	ATXN2 expr inh	KB-3-1 cytotox	IL-1B inflam inh	KB-V1 cytotox	MCF10A rereplic	SW480 rerep
C[C@@H]1CN([C@@H](C)CO)S(=O)(=O)c2ccc(Br)cc2O[C@@H]1CN(C)C(=O)c1ccccn1	5%	6%	i	-1%	17%	-16	-15%	.	.
CC1(C)C2CCC1(CS(=O)(=O)Nc1ccccc1)C(=O)C2 (configuration not stated)	-4%	-3%	i	4%	-10%	-3	13%	-23%	0%
CC1CC(C)CN(C(=O)CCNC(=O)Cn2ccc3ccccc3c2=O)C1 (configuration not stated)	-1%	1%	i	-10%	0%	-5	0%	-3%	-11%
COc1cccc(CNC(=O)C2CCN(S(=O)(=O)c3cccc4cccnc34)CC2)c1	4%	-1%	i	7%	13%	-8	18%	10%&-2%	-3%&13%
O=C(NC(=S)N1CCN(c2ccc([N+](=O)[O-])cc2Cl)CC1)c1ccco1	5%	0%	i	0%	22%	11	21µM*	-2%	22%
COc1ccc(Cc2n[nH]c(=S)n2C)cc1Br	-2%	-1%	i	-6%	12%	-68*	8%	-1%	1%
O=c1c2ccccc2nnn1CCc1ccccc1	6%	4%	?	.	?	52	?	.	.
COc1ccc(C(=O)Nc2ccc(NC(C)=O)cc2)cc1S(=O)(=O)N(C)Cc1ccccc1	-5%	-16%	i	3%	-1%	?	15%	2%	5%
Cc1ccc(CN2C(=O)C(O)(c3c(C)[nH]c4ccccc34)c3ccccc32)cc1 (configuration not stated)	.	.	i	?	9%	.	-9%	.	.
CCCc1ccc(OC(=O)c2sc3ncn(Cc4cccc(F)c4)c(=O)c3c2C)cc1	.	.	i	5%	14%	.	11%	.	.
COc1ccc(/C=C2/C(=O)OCc3cc(OC)c(OC)cc32)c(OC)c1	?	?	i	32%	3%	-74*	?	2%	13%
COc1ccc(CCN2C(=O)C(C)=C(C)C2=O)cc1OC	15%	17%	i	.	1%	-7	-2%	1%	-5%
CC(=O)Oc1ccc2c(=O)oc(-c3ccccc3C)nc2c1	0%	10%	?	.	2%	4	7%	-1%	-21%
CC(C)n1nc(C(=O)OCC(=O)c2c[nH]c3ccccc23)c2ccccc2c1=O	?	?	i	9%	-8%	11	-22%	23%	0%
COc1ccc(NC(=O)CN(C)S(=O)(=O)c2cnc[nH]2)cc1Cl	14%	7%	i	5%&10%	-9%&18%	25	18%&3%	0%	?
CC(CC(=O)NCCc1ccc(Cl)cc1)S(=O)(=O)c1ccc2c(c1)NC(=O)CO2 (configuration not stated)	0%	-2%	i	-2%	13%	9	6%	-2%	-3%
CSc1cccc(CN2CCN(Cc3ccccc3)C(CCO)C2)c1 (configuration not stated)	-3%	0%	i	.	1%	3	-8%	-1%	25%
COc1cccc(CNC(=O)CSc2nnc3c(n2)[nH]c2ccc(F)cc23)c1	17%	4%	i	-10%	-1%	27	0%	-22%	-19%
CSCCC(C(=O)O)N1C(=O)c2ccc(C(=O)O)cc2C1=O (configuration not stated)	1%	2%	i	-7%	-3%	-2	5%	?	1%
COc1ccc(C2/C(=C(\O)c3cc(C)ccc3C)C(=O)C(=O)N2CCN(C)C)cc1OC (configuration not stated)	18%	23%	i	9%	-2%	10	0%	11%	-14%
Cc1ccc(Nc2nnc(C3C(=O)N(C)C4(C)CC3c3cc(Br)ccc3O4)s2)cc1 (configuration not stated)	-14%	-14%	?	-23%	-6%	45	-32%	?	1%
CCOC(=O)CC(NC(=O)Cc1ccccc1)c1ccccc1Cl (configuration not stated)	0%	8%	?	-7%	14%	-8	2%	-3%	-1%
COc1ccc(S(=O)(=O)NC(C)C(=O)NCC2CCCO2)cc1OC (configuration not stated)	12%	-1%	i	2%	-5%	8	?	0%	11%
CN(C)CCNC(=O)c1ccccc1-c1ccccc1	20%	6%	i	0%	-5%	-6	9%	-4%	11%
COc1ccc(NS(=O)(=O)c2cccc(C(=O)NNC(=O)c3cncc(Br)c3)c2)cc1	-3%	-6%	i	6%	-5%	14	-5%	8%	0%

(further entries)
Structure	HT1080NT lethal	HT1080 IDH1KD tx	ATXN viability	ATXN2 expr inh	KB-3-1 cytotox	IL-1B inflam inh	KB-V1 cytotox	MCF10A rereplic	SW480 rerep
Cc1c(C(Nc2ccccn2)c2ccc(Cl)cc2)c(=O)n(-c2ccccc2)n1C (configuration not stated)	-3%	-2%	i	2%	19%	0	1%	0%	7%
COCCn1c(C)cc(C(=O)COC(=O)/C=C/c2c(C)nn(C3CCS(=O)(=O)C3)c2Cl)c1C (configuration not stated)	6%	2%	i	3%	-3%	-3	?	6%	-1%
COc1ccc(NC(=O)NCc2ccc(Cl)cc2)cc1	-2%	7%	i	-4%	8%	14	11%	2%	-9%
CN(CC(=O)Nc1ccccc1C(F)(F)F)C(=O)c1ccc(N2C(=O)CCC2=O)cc1	7%	4%	i	0%	0%	13	28%	-11%	-142%[inhibitor]
CCOc1ccc(N(CC(=O)Nc2ccc(OC)cc2)S(=O)(=O)c2ccc(Cl)cc2)cc1	.	.	i	1%	-1%	.	-11%	.	.
O=C(NNc1ccccc1)C(=O)NNc1ccccc1	-18%	1.2µM*	?	-24%	?	-15	?	?	?
CCn1nc(C(=O)Nc2cccc(S(=O)(=O)N3CCCC3)c2)c2ccccc2c1=O	-20%	-25%	i	-1%	0%	-15	?	4%	-13%
